FBW7 act: activators of human E3 ligase FBW7. normalized activity (activation), % at 26.1 µM. Q969H0. 650,000 compounds, 0.13% hits. AID 1259310. AlphaScreen FBW7–phospho-cyclin E peptide binding, activator screen; in the data active means normalized activity above about 1.9%;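 further: purified mutant Fbw7 with reduced substrate affinity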
Target sequence (Q969H0 whole entry, looked up): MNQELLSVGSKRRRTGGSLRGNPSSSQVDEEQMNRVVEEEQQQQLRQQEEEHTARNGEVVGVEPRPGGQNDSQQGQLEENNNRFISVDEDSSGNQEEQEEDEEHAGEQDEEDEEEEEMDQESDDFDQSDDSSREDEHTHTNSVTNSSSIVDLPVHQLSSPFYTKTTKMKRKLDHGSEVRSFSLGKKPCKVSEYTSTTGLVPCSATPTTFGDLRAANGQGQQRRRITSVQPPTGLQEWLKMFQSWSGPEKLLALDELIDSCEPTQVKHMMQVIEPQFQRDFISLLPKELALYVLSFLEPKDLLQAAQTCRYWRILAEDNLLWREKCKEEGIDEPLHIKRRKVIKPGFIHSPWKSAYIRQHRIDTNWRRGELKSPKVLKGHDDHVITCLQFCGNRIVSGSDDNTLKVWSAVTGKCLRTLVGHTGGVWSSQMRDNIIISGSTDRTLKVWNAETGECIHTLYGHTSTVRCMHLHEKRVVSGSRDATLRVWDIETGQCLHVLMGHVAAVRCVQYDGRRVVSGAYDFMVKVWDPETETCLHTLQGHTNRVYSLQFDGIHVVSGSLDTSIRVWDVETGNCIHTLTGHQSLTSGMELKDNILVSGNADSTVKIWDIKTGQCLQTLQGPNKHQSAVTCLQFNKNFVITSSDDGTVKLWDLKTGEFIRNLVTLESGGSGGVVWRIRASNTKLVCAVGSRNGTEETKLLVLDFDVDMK
TEAD-YAP block: TEAD-YAP interaction inhibition. HEK-TIYL cells, TEAD-Gal4/YAP UAS-luciferase luminescence. inhibition, % at 9.12 µM. 640,000 compounds, 1.4% hits; in the data active means inhibition above about 32%;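 further: 0% = median of test compound wells and 100% = reference inhibitor wells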
GPR151 ag: activators of human GPR151; AID 1508602; 650,000 compounds, 1% hits; PathHunter beta-arrestin GPR151 cells, luminescence; activation, % at 11.2 µM; Q8TDV0; in the data active means activation above about 4.9%;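 further: 0% = median of compound wells and 100% = cells with positive control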
Target sequence (Q8TDV0 whole entry, looked up): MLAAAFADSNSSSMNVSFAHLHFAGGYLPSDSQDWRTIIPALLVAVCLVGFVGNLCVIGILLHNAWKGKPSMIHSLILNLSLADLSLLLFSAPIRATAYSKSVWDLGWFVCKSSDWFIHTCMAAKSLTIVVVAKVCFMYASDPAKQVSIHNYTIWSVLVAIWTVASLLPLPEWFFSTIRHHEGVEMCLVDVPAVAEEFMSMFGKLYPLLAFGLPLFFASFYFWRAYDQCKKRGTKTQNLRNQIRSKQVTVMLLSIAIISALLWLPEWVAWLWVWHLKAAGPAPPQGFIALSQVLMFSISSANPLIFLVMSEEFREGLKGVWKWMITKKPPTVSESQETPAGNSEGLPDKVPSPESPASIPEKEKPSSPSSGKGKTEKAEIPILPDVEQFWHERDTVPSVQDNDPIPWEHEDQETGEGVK
MITF inh: inhibitors of human MITF | AID 1259374 | O75030 | inhibition, % at 2.6 µM | AlphaScreen MITF homodimerization, bead proximity signal | 650,000 compounds, 0.91% hits; in the data active means inhibition above about 50%;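 further: 0% = vehicle wells with protein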
* = called active by the depositor.

SMILES	FBW7 act	TEAD-YAP block	GPR151 ag	MITF inh
O=C(CN1C(=O)c2ccccc2C1=O)Nc1ncc([N+](=O)[O-])s1	-0.3	5	0.9	-5
COc1ccc(Cl)cc1Nc1cc(C)nc2ncnn12	0.1	11	0.6	-4
Cc1cc(OCC(=O)N2CCOCC2)ccc1[N+](=O)[O-]	0.0	-40	-0.4	-2
Cc1cccc(-n2ncc3c(NCCCn4ccnc4)ncnc32)c1	0.3	-33	1.9	26
Cc1c(N/C=C\C(=O)c2ccc(Cl)cc2)c(=O)n(-c2ccccc2)n1C	-0.1	0	-0.3	11
O=S(=O)(NC1=NCCC1)c1cccs1	0.0	1	-0.7	6
COc1ccc(Nc2cnn(C34CC5CC(CC(CC(=O)O)(C5)C3)C4)c(=O)c2Cl)cc1	-0.6	6	-0.9	3
CC(=O)Nc1sc(C)c(C)c1C(=O)O	1.8	28	-0.9	4
N/C(=N\OC(=O)Cc1ccccc1[N+](=O)[O-])c1ccc(I)cc1	0.0	4	0.1	10
c1cncc(-c2cnc3ccc(NCc4ccc5c(c4)OCO5)nn23)c1	0.4	-9	1.0	2
CC(C)(C)c1ccc(C(=O)N2c3ccccc3-c3c(ssc3=S)C2(C)C)cc1	-0.1	-9	2.5	-17
Cc1cc([N+](=O)[O-])nn1CC(=O)Nc1ccc(Cl)cn1	0.4	17	-1.2	6
CC1CN(c2nc3c(c(=O)[nH]2)CCN(CC(C)c2ccccc2)C3)CC(C)O1 (stereo not given)	-0.3	-3	0.4	-4
CCN(c1ccccc1)P(=O)(Nc1ccccc1)Nc1ccccc1	-0.1	6	0.9	5
O=C(c1ccccc1-n1cnc2ccccc2c1=O)n1ccnc1	0.0	-6	-0.9	-21
CCc1ccccc1NC(=O)CC1NCCNC1=O (stereo not given)	0.1	7	-0.5	0
Cc1cc(I)ccc1NCC(=O)N/N=C/C=C/c1ccccc1	0.1	1	-1.1	12
C[C@@H](Cn1nc(-c2cccs2)oc1=O)NC(=O)c1cnccn1	0.0	4	0.6	-5
COc1ccc(C)cc1NC(=O)Nc1ccc2ccccc2c1	-0.2	-14	-0.3	3
CSC1=NCCN1C(=O)c1ccc(Br)cc1	0.2	-4	-0.6	12
CC1(C)CC(=O)C2=C(C1)Nc1ccc3ncccc3c1C2c1ccccc1[N+](=O)[O-] (stereo not given)	0.0	-11	-0.7	-5
COc1ccccc1Cn1c(SCC(=O)Nc2ccc(N(C)C)cc2)nc2ccccc2c1=O	-0.1	-8	0.5	-9
CCOc1ccc(NC(=O)CN2Cc3ccccc3C2=O)cc1	0.0	6	-0.9	6
CCOC(=O)C1=NN(c2ccc(Cl)cc2)C(c2c[nH]c3ccccc23)N1c1ccc(C)cc1 (stereo not given)	0.1	-50	-1.3	-20
O=C(NCCCO)/C(=C\c1ccco1)NC(=O)c1ccccc1	0.1	-1	-0.2	1
CN(C)c1ccc(-c2cc(Nc3ccc(OCCN4CCCCC4)cc3)ncn2)cc1	-0.1	6	-0.2	5
CCn1c(=O)n(CC(=O)NCCCOC)c(=O)c2ccccc21	0.3	3	1.5	21
COCCNC(=O)c1cccc(OC2CCN(Cc3cccc(-n4cccn4)c3)CC2)c1	-0.1	7	-1.0	-3
CCC(C)NC(=O)Cn1ncc2c1-c1ccccc1OC2 (stereo not given)	0.6	-6	-0.3	-10
COC(=O)CSc1nnc(-c2ccc(OC)c(OC)c2)n1-c1ccccc1	0.0	3	-0.3	11
CC1CCCCC1NC(=O)C(Cc1ccccc1)NS(=O)(=O)c1cccs1 (stereo not given)	0.0	-9	0.0	-11
COc1ccc(C2(CC(=O)N3CCN(C)C(c4ccccc4)C3)CC(=O)N(C)C2=O)cc1 (stereo not given)	0.3	5	-0.8	-12
Cc1c(C(=O)Nc2c(F)cc(F)cc2Br)sc2ncnc(N3CCN(c4ccccc4F)CC3)c12	-0.5	7	-0.7	10
Cc1ccc(-n2c(=S)sc3c(=O)[nH]c(SCC(=O)C(C)(C)C)nc32)cc1C	0.1	9	0.6	16
O=C(C1CCCN(S(=O)(=O)c2ccc([N+](=O)[O-])cc2)C1)N1CCCCC1 (stereo not given)	0.1	13	-1.3	7
C=CCNC(=S)N1CCNC(=O)C1CC(=O)Nc1ccc(OCC)cc1 (stereo not given)	-0.1	-6	0.2	0
Cc1ccccc1-n1c(SCc2cc(=O)n3cc(Cl)ccc3n2)nc2c(sc(=S)n2-c2ccccc2C)c1=O	0.0	-6	-2.0	4
CCNc1nc(C)c([N+](=O)[O-])c(Nc2ccc(F)cc2)n1	-0.1	-3	2.2	1
CC(C)(C)C1CCc2c(sc(NC(=O)c3cccs3)c2C(=O)NCCO)C1 (stereo not given)	0.0	1	-0.9	2
CC1CN(C(=O)Nc2ccccc2-c2ccccc2)CC(C)O1 (stereo not given)	-0.1	6	0.0	-12
CCCN1C(=O)C(C)(C)COc2cc(NS(=O)(=O)c3ccc(OC)cc3OC)ccc21	0.3	-15	-2.0	-8
COc1ccc(C2SCCN2C(=O)c2cc3cc(Br)ccc3oc2=O)cc1OC (stereo not given)	-0.2	-9	0.0	4
COc1ccc(-c2nnc3sc(NC(=O)C(C)C)nn23)cc1	0.2	-8	4.7	19
Cc1ccc(CCNC(=O)CCS(=O)(=O)c2ccc(Br)cc2)cc1	0.8	-7	-0.6	24
O=C1c2ccccc2C(=O)N1CCCCN(C(=O)c1ccccc1)c1ccc(Cl)cc1	0.0	3	0.5	-2
Cc1ccc(OCC(=O)Nc2ccccc2Cl)cc1C	0.1	-6	-0.3	-7
N#Cc1c(N/C=C(\C=O)c2nc3ccccc3o2)sc2c1CCC2	-0.1	-8	-0.6	12
O=C1c2ccc(Oc3ccccc3)cc2C(=O)N1c1ccc(Cl)cc1Cl	0.2	4	0.8	2
COCCn1c(C)cn2c3c(=O)n(Cc4ccc(Cl)cc4)c(=O)n(C)c3nc12	0.1	0	1.1	4
CC(C)(C)c1cc(CC(=O)Nc2nccs2)c2c(c1)C(C)(C)CC2	-0.1	1	-0.6	0
CCOC(=O)c1c(-c2ccccc2)oc2ccc(N(C(C)=O)S(=O)(=O)c3ccccc3)cc12	-0.2	3	2.1	-16
CCc1nn(CC(=O)NCCCN2CCN(CC)CC2)c(=O)c2cc3sc(C)cc3n12	0.2	8	-0.3	11
Cc1nc(N2CCC(NCC3COc4ccccc4O3)CC2)nc2cc3c(cc12)CCC3 (stereo not given)	1.0	-8	0.2	-35
Cc1ccc(C2CC(C(F)(F)F)n3ncc(C(=O)N(Cc4ccccc4)Cc4ccccc4)c3N2)cc1 (stereo not given)	-0.1	-3	-0.5	-8
COc1cc(/C=N/NC(=O)c2ccccc2O)ccc1O	0.1	-12	-0.5	-2
Cc1cc(C)nc(SCC(=O)N/N=C\c2ccccc2F)n1	-0.1	-8	0.1	1
CC(=O)Nc1ccc(CN2CCC3(CC2)CC3C(=O)N2CCc3ccccc3C2)cc1 (stereo not given)	0.1	4	0.2	4
Oc1ccc(/C=N/Nc2ccc(Cl)nn2)c(O)c1O	-0.6	5	-1.1	103*
O=C(CSc1n[nH]c(-c2ccccc2)n1)NCc1ccccc1	-0.1	2	1.4	-6
O=S(=O)(c1ccccc1)N1CCc2cc(Br)ccc21	0.0	-4	3.3	-1

Further structures follow.
SMILES	FBW7 act	TEAD-YAP block	GPR151 ag	MITF inh
Cc1cc(=O)oc2cc(OC(=O)c3ccccc3F)ccc12	-0.2	-1	-0.1	-3
COC(=O)C1C(=O)NC(SCC(=O)Nc2ccc(Cl)c(Cl)c2)=C(C#N)C1c1ccccc1OC (stereo not given)	0.0	3	-0.2	1
COC(=O)C(C)n1c(=O)c2c(nc3n(-c4cccc(C)c4)c(C)cn23)n(C)c1=O (stereo not given)	-0.1	0	0.7	22
COC(=O)CSc1nc2c(c(-c3cccs3)c1C#N)CN(C)CC2	-0.4	10	-1.2	25
Cc1ccc(C(=O)NC2CCN(C(=S)Nc3ccc(F)cc3)CC2)cc1	0.0	-10	0.3	4
CC(=O)Nc1cccc(NC(=O)c2ccccc2[N+](=O)[O-])c1	-0.1	1	-0.8	-3
CC(=O)c1nc(Nc2ccc(-n3cnc(C)n3)cc2)ncc1Cl	-0.2	-2	-0.5	-3
COCCOC(=O)C1=C(C)NC2=C(C(=O)CC(c3cccs3)C2)C1c1cccc(O)c1 (stereo not given)	0.0	8	1.5	0
Cc1cc(C)c2c(c1)CC(C)(C)c1nc3c([N+](=O)[O-])cccc3nc1-2	-0.1	-1	-1.4	9
COc1ccc(C(=O)OCC(=O)Nc2ncc(C(F)(F)F)cc2Cl)c(OC)c1OC	0.0	5	-1.7	-8
Cc1cc(N2CCCCC2)nc(-c2ccccc2)n1	-0.1	1	-1.1	-2
CCOc1ccccc1NC(=O)C(=O)NC1CCCC1	-0.1	-3	-0.8	-3
COC(=O)c1c(OCCc2ccccc2F)cc(=O)n2c1CCN(Cc1ccoc1)CC2	0.2	4	-0.7	7
CCOC(=O)CS(=O)(=O)c1ccc(C(=O)NCc2cccnc2)cc1[N+](=O)[O-]	1.5	4	1.9	18
O=C1CCCN1CCCNc1nc(Nc2ncccn2)nc2c1ncn2-c1ccsc1	-0.1	0	1.0	-5
O=C1CCC(CCC(=O)N2CCCC(C(=O)c3ccccc3)C2)(Cc2cccs2)N1 (stereo not given)	-0.1	5	0.7	10
CC1=C(C(=O)OCCOc2ccccc2)C(c2ccncc2)C2=C(CCCC2=O)N1 (stereo not given)	-0.1	1	-1.6	2
CC(C)CC(C(=O)NC1CCCC1)N(C(=O)c1snc(C(N)=O)c1N)C1CCCC1 (stereo not given)	0.2	4	-0.7	0
Cc1ccc(Nc2nnc(-c3ccc(C)c(S(=O)(=O)NCc4ccccn4)c3)c3ccccc23)cc1	0.0	8	-1.2	-4
CC(=O)Nc1ccc(N2C(=O)CCC2=O)cc1C	-0.1	-7	-0.3	5
Cn1c2ccc(Br)cc2c2nnc(SCc3ccc(Br)cc3)nc21	-0.1	-7	0.4	-2
CCN(CC)CCNC(=O)CCc1nnc(Cc2cccc(C)c2)o1	0.0	-1	-1.0	-4
CCN(CC)S(=O)(=O)c1ccc(C(=O)Nc2c3c(nn2-c2cccc(C)c2)CSC3)cc1	-0.1	-8	-1.1	-4
CCC(CO)NCC(O)COCc1ccc(Cl)cc1 (stereo not given)	0.8	-7	-0.5	-4

Part of the list above in order of molar mass, falling.
SMILES	FBW7 act	TEAD-YAP block	GPR151 ag	MITF inh
Cc1ccc(Nc2nnc(-c3ccc(C)c(S(=O)(=O)NCc4ccccn4)c3)c3ccccc23)cc1	0.0	8	-1.2	-4
CCN(CC)S(=O)(=O)c1ccc(C(=O)Nc2c3c(nn2-c2cccc(C)c2)CSC3)cc1	-0.1	-8	-1.1	-4
Cn1c2ccc(Br)cc2c2nnc(SCc3ccc(Br)cc3)nc21	-0.1	-7	0.4	-2
COc1ccc(C(=O)OCC(=O)Nc2ncc(C(F)(F)F)cc2Cl)c(OC)c1OC	0.0	5	-1.7	-8
COC(=O)c1c(OCCc2ccccc2F)cc(=O)n2c1CCN(Cc1ccoc1)CC2	0.2	4	-0.7	7
CC(C)CC(C(=O)NC1CCCC1)N(C(=O)c1snc(C(N)=O)c1N)C1CCCC1 (stereo not given)	0.2	4	-0.7	0
O=C1CCC(CCC(=O)N2CCCC(C(=O)c3ccccc3)C2)(Cc2cccs2)N1 (stereo not given)	-0.1	5	0.7	10
CCOC(=O)CS(=O)(=O)c1ccc(C(=O)NCc2cccnc2)cc1[N+](=O)[O-]	1.5	4	1.9	18
CC1=C(C(=O)OCCOc2ccccc2)C(c2ccncc2)C2=C(CCCC2=O)N1 (stereo not given)	-0.1	1	-1.6	2
CCN(CC)CCNC(=O)CCc1nnc(Cc2cccc(C)c2)o1	0.0	-1	-1.0	-4
Cc1cc(C)c2c(c1)CC(C)(C)c1nc3c([N+](=O)[O-])cccc3nc1-2	-0.1	-1	-1.4	9
CCOc1ccccc1NC(=O)C(=O)NC1CCCC1	-0.1	-3	-0.8	-3
Cc1cc(N2CCCCC2)nc(-c2ccccc2)n1	-0.1	1	-1.1	-2

(more compounds)
SMILES	FBW7 act	TEAD-YAP block	GPR151 ag	MITF inh
COc1ccc(C2=N/C(=C\C=C\c3ccccc3)C(=O)O2)cc1OC	0.2	1	-1.1	7
Cc1cc2cc(CNC(=O)Nc3ccccc3)ccc2[nH]1	-0.1	-32	-0.5	5
COC(=O)c1c(OCCC2CCCN2C)cc(=O)n2c1CCN(C(=O)CC1CC1)CC2 (stereo not given)	0.0	-2	0.6	3
O=C(Nc1ncn[nH]1)c1ccc(Cl)cc1	-0.2	-3	-1.0	-1
Cc1cc(NC(=O)c2cc3ccccc3oc2=O)c2ccccc2n1	-0.1	-6	0.4	-2
Cc1ccc(SCCN2CCNCC2)cc1	0.2	4	2.4	16
Cn1c(=O)[nH]c(=O)c2c1nc1n2CCN1Cc1ccco1	0.1	3	-1.6	3
COc1ccc(C2C3=C(Nc4ncnn42)c2ccccc2OC3c2ccc(SC)cc2)cc1 (stereo not given)	0.2	2	-0.3	10
CCOC(=O)c1cnc2c(-c3ccccc3)c(COC)nn2c1N	-0.1	-4	1.7	0
COc1ccc(/C=C2\C(=O)NC(=O)N(c3cccc(Br)c3)C2=O)cc1	0.0	-1	0.5	2
COc1cccc(C(=O)Nc2cccc3c2C(=O)N(C)C3=O)c1OC	-0.2	-6	-0.1	-10
CCN(CC)c1ccc2cc(C(=O)NC(C)=O)c(=Nc3ccccc3OC)oc2c1	0.1	1	0.4	23
Cc1cccc(C)c1OC(=O)CN1C(=O)c2ccccc2C1=O	0.0	-6	1.3	-6
O=c1c(C=Nc2ccc(Cl)c(Cl)c2)c(C(F)(F)F)[nH]n1-c1ccc([N+](=O)[O-])cc1	0.6	-2	-8.8	26
Cc1nc(N2CCCC(NCc3cccc(F)c3)CC2)nc2ccc(F)cc12 (stereo not given)	0.3	0	0.5	-20
COCCN1C(=O)/C(=C\c2ccc(OC)cc2)C(C(=O)OC)=C1C	-0.2	-6	0.3	2

Compound activity from PubChem BioAssay.
